NPYLR7 agonist: agonists of mosquito NPYLR7 receptor, primary screen, cell-based, Aedes aegypti, calcium fluorescence, mosquito biting behavior; 0.15% of 270,000 active; HEK293T NPYLR7/Galpha15, GCaMP6s calcium fluorescence; activation, % at 10 µM; Aedes aegypti neuropeptide Y-like receptor 7 (NPYLR7); in the data active = activation above about 40%;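 also: 0% = vehicle and 100% = reference agonist at the receptor; some compounds past the cut are filed as inactive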
hcGAS lum: Primary biochemical luminescence assay for human cyclic GMP-AMP synthase inhibitors. recombinant h-cGAS, ATP depletion, Kinase-Glo luminescence. inhibition, % at 12.5 µM. 0.081% of 290,000 active;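 also: 0% = vehicle reaction and 100% = reaction without DNA for no activity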
Target sequence (Q8N884 whole entry, looked up): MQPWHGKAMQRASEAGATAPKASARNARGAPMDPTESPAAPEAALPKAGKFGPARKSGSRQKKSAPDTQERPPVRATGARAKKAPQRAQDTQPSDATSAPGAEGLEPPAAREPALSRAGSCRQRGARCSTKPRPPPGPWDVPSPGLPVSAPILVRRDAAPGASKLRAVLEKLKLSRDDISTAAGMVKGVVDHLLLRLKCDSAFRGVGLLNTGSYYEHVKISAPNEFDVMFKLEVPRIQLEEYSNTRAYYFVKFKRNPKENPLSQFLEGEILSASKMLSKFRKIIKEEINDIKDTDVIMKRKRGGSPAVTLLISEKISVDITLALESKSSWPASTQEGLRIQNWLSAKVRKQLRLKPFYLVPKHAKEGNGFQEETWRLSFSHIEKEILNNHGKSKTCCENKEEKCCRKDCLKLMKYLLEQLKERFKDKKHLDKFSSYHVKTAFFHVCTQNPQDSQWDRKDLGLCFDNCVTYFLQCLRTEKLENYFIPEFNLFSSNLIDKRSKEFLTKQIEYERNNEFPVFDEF
mcGAS inh: cyclic GMP-AMP synthase inhibitors, mouse, primary biochemical chemiluminescence. recombinant cGAS, Kinase-Glo ATP depletion luminescence. inhibition, % at 12.5 µM. 0.15% of 160,000 active. AID 1259399, 2018;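 also: 0% = negative control wells and 100% = reference inhibitor with no enzyme activity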
Starred values were filed as active, the others as inactive; · = no result given; & = joins results of further samples. Rule as the data show it, unless noted: active = inhibition above about 40%; inactive = the rest. Compounds were not picked by outcome; any-hit rate near 0.27%.

Each structure is followed by: NPYLR7 agonist, hcGAS lum, mcGAS inh
[1] COc1ccc2[nH]c3c(c2c1)CCN(C(=O)c1cc(C)on1)C3c1ccc(COC(C)=O)o1 (configuration not stated)
→ 12, -18, -9
[2] COc1ccc(N2CC(CNC(=O)NCc3cccc4ccccc34)OC2=O)cc1OC (configuration not stated)
→ 1, 11, ·
[3] COc1ccc(OC)c(-c2cc(Cl)c3c(c2)CC(CNC(=O)C2CCCO2)O3)c1 (configuration not stated)
→ -3, 2, -2
[4] CCOc1cc(S(=O)(=O)n2cc(C)nc2-c2ccccc2)c(OCC)cc1C
→ 6, -10, ·
[5] CC1CCc2c(sc3ncnc(SC(C)C(=O)c4c(N)n(C)c(=O)n(C)c4=O)c23)C1 (configuration not stated)
→ 5, -4, ·
[6] O=C(Cc1ccc2c(c1)OCO2)N[C@H]1C[C@H]2C(=O)NCC(=O)N2C1
→ 3, 0, ·
[7] Cc1[nH]cnc1CN1CCCC(c2nc(-c3ccccc3)no2)C1 (configuration not stated)
→ -2, -1, -3
[8] O=C(c1coc(CN(Cc2ccc(F)cc2)Cc2cccc(Oc3ccccc3)c2)n1)N1CCOCC1
→ 29, -3, -3
[9] COCc1nc(C)nc(N2CCN(C(=O)c3ccco3)CC2)c1Cc1ccccc1F
→ -3, -4, -7
[10] COc1cc2c3cc1Oc1cc(ccc1O)C[C@@H]1c4c(cc(OC)c(O)c4Oc4ccc(cc4)C[C@@H]3N(C)CC2)CC[N+]1(C)C
→ -3&-5, 0&-4, -5
[11] O=C1CSC(=O)N1CNc1cccc(Br)c1
→ 5, -4, ·
[12] CCCCCC1C(=O)CCC1CC(=O)OC (configuration not stated)
→ -14, -1, -2
[13] CCN1C(=O)NC(c2ccc(Br)cc2)C(C(=O)OCCOC)=C1C (configuration not stated)
→ 12, -1, -6
[14] COc1ccc(-c2noc(CCC(=O)NCc3ccc4c(c3)OCO4)n2)cc1
→ ·, 2, -3
[15] Cc1ccn2c(=O)c(C(=O)NCCCOC(C)C)c(O)nc2c1
→ 2, -11, -8
[16] CCN(CC)c1ccc(/C=N\NC(=O)c2cc(C)nc3ccccc23)cc1
→ 15, -2, -6
[17] Ic1ccc(Nc2nc3nonc3nc2NCc2ccco2)cc1
→ 1, -8, ·
[18] Cc1ccc(O)c(C2=Nc3ccccc3C2(C)C)c1
→ -10, -3, -7
[19] COc1cccc(-c2cnnc(NCCc3nc(C)cc(C)n3)n2)c1
→ -3, -2, -3
[20] COCCOc1nc(-c2ccc(C(F)(F)F)cc2)n(-c2cccc(NC(=O)Nc3cccc(OC)c3)c2)n1
→ 0, -3, 0

Gathered by group: the compounds so far with fluorine
Each structure is followed by: NPYLR7 agonist, hcGAS lum, mcGAS inh
[8] O=C(c1coc(CN(Cc2ccc(F)cc2)Cc2cccc(Oc3ccccc3)c2)n1)N1CCOCC1
→ 29, -3, -3
[9] COCc1nc(C)nc(N2CCN(C(=O)c3ccco3)CC2)c1Cc1ccccc1F
→ -3, -4, -7
[20] COCCOc1nc(-c2ccc(C(F)(F)F)cc2)n(-c2cccc(NC(=O)Nc3cccc(OC)c3)c2)n1
→ 0, -3, 0

Next part.
Each structure is followed by: NPYLR7 agonist, hcGAS lum, mcGAS inh
[21] CC(C)(C)CC(=O)Nc1c(-c2ccc(C(F)(F)F)cc2)nc2ccccn12
→ -1, -7, -9
[22] COc1ccc(-c2nc(SCCN3CCCCC3)c3c(=O)n(C)c(=O)n(C)c3n2)cc1OC
→ -2, 0, -6
[23] CCOc1ccc(-n2c(C(C)N(CCc3ccc(OC)c(OC)c3)C(=O)c3cccc(C(F)(F)F)c3)nc3ccccc3c2=O)cc1 (configuration not stated)
→ ·, -11, -6
[24] CNC(=O)Cn1c(CO)cnc1SCC(=O)Nc1ccccc1C(F)(F)F
→ 6, -3, -9
[25] CCc1csc(CCNC(=O)C2CCC(=O)N(Cc3ccccn3)C2)n1 (configuration not stated)
→ -3, 1, 0
[26] CC(C)Oc1ccccc1Oc1ccc2c(-c3ccccn3)noc2n1
→ 12, -3, -6
[27] Cc1cc(N2CCN(C/C=C/c3ccccc3)CC2)nc(SCc2ccc(C(=O)NCc3ccccn3)o2)n1
→ 12, -8, -5
[28] CC(c1cccc(-c2ccc(C(N)=O)cn2)c1)N(C)C (configuration not stated)
→ -3, 2, ·
[29] Cc1ccccc1Cn1c(=O)n(CC2CCC(C(=O)N3CCOCC3)CC2)c(=O)c2sccc21 (configuration not stated)
→ 4, -10, -9
[30] COc1ccc(CN(CC2CCCO2)C(=O)C(C)C)cc1OS(C)(=O)=O (configuration not stated)
→ 24, 0, -5
[31] O=C(CN1CCC2(CC1)OCCO2)N1N=C(c2ccc(F)cc2)CC1c1ccccc1Cl (configuration not stated)
→ 20, -5, -6
[32] CCOC(=O)c1[nH]c2ccccc2c1NC(=O)CC
→ -2, -8, -6
[33] O=C(Nc1ccc(Nc2ccccc2)cc1)C1CCCO1 (configuration not stated)
→ 8, -12, -8
[34] Nc1cc(Cl)c(NC(=O)c2ccsc2)c(Cl)c1
→ 1, -6, ·
[35] COc1cccc(Cn2c(=O)[nH]c3ncc(-c4ccco4)nc32)c1
→ -5, 4, 7
[36] COc1nc(-c2ccccc2F)n(-c2ccc(NC(=O)c3ccc([N+](=O)[O-])cc3)cc2)n1
→ ·, -3, -4
[37] COc1cc(N2CCC(O)(c3ccccc3C)C2)ncn1 (configuration not stated)
→ 16, -5, -15
[38] O=C(O)CCC/C=C\C[C@@H]1CO[C@H](C(F)(F)F)O[C@@H]1c1ccccc1O
→ -16, 0, ·
[39] Cc1ccc2nc(COC(=O)c3cc4c(s3)CCCCC4)cc(=O)n2c1
→ 2, -5, -5
[40] CC(=O)N1CCN(S(=O)(=O)CCCOc2ccc3c(c2)OCO3)CC1
→ 7, -9, -11
[41] CC(OC(=O)C1(C)CC1(Cl)Cl)C(N)=O (configuration not stated)
→ -2, -3, ·
[42] COc1cc(C=NNc2ncnc3sc4c(c23)CCC4)cc(OC)c1OC
→ 2, -5, -2
[43] COc1cc(-c2nc(-c3ccc(NC(=O)C(C)C)cc3)cs2)ccn1
→ -4, 4, ·
[44] O=C(c1cc2cc(F)ccc2[nH]1)N1CCCC(CO)(Cc2cccc(Cl)c2)C1 (configuration not stated)
→ -9, -4, -3
[45] Cc1occc1C(=O)N1CCCC(N2CCN(c3cccc(Cl)c3)CC2)C1 (configuration not stated)
→ -4, -2, ·
[46] Cn1c(=O)n(C)c2cc(S(=O)(=O)N3CCc4cc(S(N)(=O)=O)ccc43)ccc21
→ -10, 2, 2
[47] COCCN(Cc1cccc(OS(=O)(=O)c2cccc(C(F)(F)F)c2)c1)C(=O)c1cc(Cl)cc(Cl)c1
→ -11, -1, 0
[48] O=C(NCc1ccncc1)N1CCc2ccc(Br)cc21
→ -6, 2, ·
[49] Cc1cc(C(=O)Nc2cc(-c3ccccc3)nn2-c2cccc(F)c2)cc(Cl)n1
→ 27, -2, -8
[50] COC(=O)c1cccc(Cl)c1Oc1nc(OC)cc(OC)n1
→ 0, -4, ·
[51] COc1ccccc1C(=O)Nc1ccnn1C1CCN(C(=O)c2ccoc2)CC1
→ -4, 2, 1
[52] Cn1cccc1C(=O)N1CCN(CC(OCc2c(F)cccc2F)c2ccc(Cl)cc2)CC1 (configuration not stated)
→ -3, 0, -4
[53] O=C(CCN1CCCCC1)N1CCC(CCOc2cccnc2)CC1
→ ·, 1, -2
[54] CC(=O)c1ccc(NN=C(C(N)=O)C2=NC(C)(C)Cc3ccccc32)cc1
→ -17, 0, -5
[55] Cc1csc(C(C)(C)NCCS(=O)(=O)c2ccc(C#N)cc2)n1
→ 1, -10, ·
[56] CC(OC(=O)c1cc(Br)c[nH]1)C(=O)Nc1ccccc1 (configuration not stated)
→ 6, 6, ·
[57] CCOC(=O)CCC(=O)N1CCN(c2cc(Oc3ccccc3OC)ncn2)CC1C (configuration not stated)
→ -7, 2, 0
[58] CC1(C)Cc2ccccc2C(CC(=S)Nc2ccccc2)=N1
→ -10, 2, -4
[59] CCc1cc(=O)[nH]c(-n2nc(C)cc2NC(=O)C2c3ccccc3Oc3ccccc32)n1
→ 10, -6, -8
[60] CN1CCC2(CC1)CN(C(=O)c1cc(-c3ccc(O)cc3)n[nH]1)CCCN2C
→ 5, 1, -10

Retrieved by compound from the list above, 3 records:
Each structure is followed by: NPYLR7 agonist, hcGAS lum, mcGAS inh
[58] CC1(C)Cc2ccccc2C(CC(=S)Nc2ccccc2)=N1
→ -10, 2, -4
[53] O=C(CCN1CCCCC1)N1CCC(CCOc2cccnc2)CC1
→ ·, 1, -2
[59] CCc1cc(=O)[nH]c(-n2nc(C)cc2NC(=O)C2c3ccccc3Oc3ccccc32)n1
→ 10, -6, -8

(continued)
Each structure is followed by: NPYLR7 agonist, hcGAS lum, mcGAS inh
[61] CN(C)C1(C(=O)NCCn2cnnc2)Cc2ccccc2C1
→ -6, 3, -3
[62] CCCn1c(=O)c(C(=O)NCCCOC)nn(-c2ccc(OC)c(OC)c2)c1=O
→ 2, -7, -9
[63] COCCNc1nccc2[nH]c(-c3cccc(OC)c3F)nc12
→ -2, -4, -6
[64] COCCn1c(=O)c2c(ncn2CC(=O)c2ccc(OC)cc2)n(-c2ccc(C(C)C)cc2)c1=O
→ ·, -2, -5
[65] NC(=O)C(=O)NC1CCCN(Cc2ccc(F)cc2)C1 (configuration not stated)
→ 2, 0, ·
[66] CC(C)Cn1cc(C(=O)NCc2nc(-c3ccccc3)cs2)c(=O)c(C(=O)N2CCCCCC2)c1
→ 11, -2, -9
[67] COc1ccc(CN(CC(C)C)S(=O)(=O)c2ccc(NC(C)=O)cc2)cc1OS(=O)(=O)c1cccc(C(F)(F)F)c1
→ 1, -11, -6
[68] CS(=O)(=O)N1CCN(c2nc3ccccc3nc2-c2ccccc2)CC1
→ 10, -10, -3
[69] CCc1nnsc1C(=O)N1CCC2(CCNCC2)CC1
→ ·, 1, -3
[70] CCOC(=O)c1c(NC(=O)c2cncc(Br)c2)c(-c2ccc(OC)cc2)cn1Cc1ccccc1
→ 14, -1, -5
[71] Cc1noc(C)c1CCC(=O)Nc1nc(-c2ccco2)c(-c2ccco2)s1
→ -1, -5, -3
[72] CCC(C(=O)N1CCc2cc(OC)c(OC)cc2C1c1cccc(Cl)c1)c1ccccc1 (configuration not stated)
→ 20, -9, -3
[73] CCOC(=O)c1nn(-c2ccc(C)cc2)c(=O)cc1OS(=O)(=O)c1ccc2c(c1)OCCO2
→ 0, -11, -6
[74] CC(=O)c1ccc(NC(=O)N(C)c2c(C)nc3ccc(C(=O)NCCN(C)C)cn23)cc1
→ 20, -6, -3
[75] Cc1sc2ncnc(Sc3nnc(CN4CCCC4=O)o3)c2c1C
→ -1, -4, ·
[76] CS(=O)(=O)c1ccccc1NC(=O)c1ccc(Br)s1
→ 4, 1, ·
[77] O=C(NCCc1cn[nH]c1)C1CCCN(C2CCN(C(=O)C3CC3)CC2)C1 (configuration not stated)
→ ·, 2, -3
[78] CC1(C)CC(CCn2cnnc2)(c2ccccc2)CCO1 (configuration not stated)
→ 1, -2, -14
[79] CN(C)c1ccc(/C=C2\C(=O)N(c3ccccc3)N=C2c2ccccc2)cc1
→ -6, -4, -6
[80] CO[C@H]1C(=O)N(Cc2ccccc2)C2(CCN(C(=O)CC(C)C)CC2)[C@@H]1CO
→ 0, -6, -10
[81] O=C(NN=Cc1ccc([N+](=O)[O-])o1)C1CC1
→ -7, -10, ·
[82] Cc1cccc(-c2ncc(CNCCSC(C)(C)C)cn2)c1
→ 1, -7, ·
[83] O=C(Nc1nnc(-c2ccccc2)s1)c1cccc(S(=O)(=O)N2CCCCC2)c1
→ 6, 1, -7
[84] Cc1sc(NC(=O)Cc2ccsc2)nc1-c1ccccc1
→ 4, -7, ·
[85] CSc1ncccc1C(=O)OCc1cc(-c2ccccc2F)on1
→ -2, -4, ·
[86] C=CCN1C[C@H]2COc3ccc(C)cc3[C@H]2N(C(=O)C(=O)OCC)CCC1=O
→ 1, -11, -9
[87] Cc1ccnc(SCCn2c(Br)nc3c2c(=O)[nH]c(=O)n3C)n1
→ 1, -4, ·
[88] Cc1cc(C)n(-c2ccc(NC(=O)C3CCCCN3C(=O)CCn3cncn3)cc2)n1 (configuration not stated)
→ 6, -7, ·
[89] CN1C(=O)N(Cc2cccnc2)C(=O)C12CCN(Cc1ccc(C#CC(C)(C)O)cc1)CC2
→ 18, -8, -7
[90] O=C(CCc1ccc2c(c1)OCO2)N1CCC(CO)(Cc2cccc(F)c2)CC1
→ 3, 0, ·
[91] O=C(COc1c(F)c(F)c(F)c(F)c1F)Nc1ccc(-c2onc3c2CCCC3)cc1
→ 2, 3, -3
[92] CC12C(=O)N(CC(=O)O)C(=O)C1C1C=CC2C1 (configuration not stated)
→ 11, -4, ·
[93] CC(C)CN(Cc1ccc2c(c1)CCO2)Cc1cnn(C)c1
→ 0, -4, -2
[94] COC(=O)c1ccc(C(=O)N(CC(F)F)C2CC2)s1
→ 9, -2, -10
[95] Cc1n[nH]c(C)c1CC(=O)NC1CCC(n2cnnc2)CC1 (configuration not stated)
→ -1, 1, ·
[96] CCOc1ccc(-n2nnc3c(=O)n(CC(=O)N4CCN(c5ccccc5)CC4)cnc32)cc1
→ 11, 2, ·
[97] CCCCCCCC(=O)NC(C)c1nnc(SCc2cccc(OC)c2)n1-c1cc(Cl)ccc1Cl (configuration not stated)
→ 15, 1, -3
[98] COc1cccc(Cn2ccnc2CN(CC2CCCO2)C(=O)c2cccc(F)c2)c1 (configuration not stated)
→ 11, -2, -3
[99] O=C(CSc1ccccc1)N(Cc1ccccn1)c1nc2ccc(F)cc2s1
→ -1, -6, -8
[100] C=C(C)C1CC=C(C)C(=NNC(=O)C(=O)NN=C2CC(C(=C)C)CC=C2C)C1 (configuration not stated)
→ 2, -6, ·

Assay outcomes from PubChem BioAssay.
